ASM inhibitor: inhibitors of human secretory acid sphingomyelinase; Potency, µM (titrated, usually from 57.5 µM), inactives show at the top dose activity change, negative = inhibition, actives largely listed as inhibitors; AID 504937; placental ASM, HMU-PC fluorogenic substrate, 60 min; P17405; 340,000 compounds, 0.006% hits; also: potency is read from the fitted curve at half-maximal effect
Target sequence (P17405 47-631 limits assumed): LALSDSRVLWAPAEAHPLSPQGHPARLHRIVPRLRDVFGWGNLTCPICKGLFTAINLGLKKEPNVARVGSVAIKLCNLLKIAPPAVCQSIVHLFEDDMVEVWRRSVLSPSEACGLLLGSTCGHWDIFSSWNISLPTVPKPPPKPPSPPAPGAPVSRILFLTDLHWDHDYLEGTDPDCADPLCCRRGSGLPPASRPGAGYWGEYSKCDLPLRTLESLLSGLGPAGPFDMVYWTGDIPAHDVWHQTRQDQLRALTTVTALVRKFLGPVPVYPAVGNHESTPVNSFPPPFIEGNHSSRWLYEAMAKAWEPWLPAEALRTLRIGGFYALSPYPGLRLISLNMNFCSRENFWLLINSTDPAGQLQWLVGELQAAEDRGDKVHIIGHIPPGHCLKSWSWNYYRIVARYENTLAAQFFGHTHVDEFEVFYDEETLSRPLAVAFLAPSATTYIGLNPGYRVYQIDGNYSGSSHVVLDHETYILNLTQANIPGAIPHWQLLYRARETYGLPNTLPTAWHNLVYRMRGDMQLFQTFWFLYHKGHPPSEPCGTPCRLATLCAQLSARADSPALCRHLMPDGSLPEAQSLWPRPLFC
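Fluorogenic HMU-PC substrate (9 uM final) is turned over by placental ASM in 60 min at 37 C after a 10 min compound preincubation. Reaction ended by alkaline stop (pH 10), with fluorescence read at 386/447 nm.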
Integrin act MD: integrin-mediated muscular dystrophy alleviation activation; alpha7betagal myoblasts, beta-gal FDG fluorescence, 48 h; Potency, µM (top dose mostly 38.3 µM), without a hit: top-dose activation, hits mostly activators; 350,000 compounds, 0.064% hits; AID 624291;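 also: potency is read from the fitted curve at half-maximal effect; 100% = response of the positive control SU9516; nearly all actives have a fitted effect of over 60% in size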
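alpha7betagal+/- myoblasts (passage 13, 250/well) treated 48 h at 37C with compounds at 1:260 dilution of DMSO stock. Lysed, then beta-galactosidase activity read as FDG fluorescence (ex 480/em 540) after 30 min, with pre-read for autofluorescence.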
A-T KAP1 phos: candidate therapy for ataxia-telangiectasia; AID 485349; […] A-T fibroblasts, KAP-1 phosphorylation AlphaLISA; neocarzinostatin DNA damage 30 min before lysis; 320,000 compounds, 0.19% hits; Potency, µM (doses to about 57.5 µM), for the others: at the highest dose activation, usual class: activators; also: potency is read from the fitted curve at half-maximal effect; % of control where 0% means no effect; nearly all actives have a fitted effect of over 45% in size
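hTERT-immortalized A-T patient fibroblasts ([…]), 500 cells/well in OPTI-MEM, 1% FBS, got compounds for 60 min, then NCS for 30 min at 37C. Lysates were then assayed for phospho-KAP-1 by AlphaLISA (anti-pKAP1 donor, anti-KAP1 acceptor beads), 6 hr at 25C.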
MBNL1 CUG block: MBNL1-poly(CUG) RNA binding inhibition. Q9NR56. TR-FRET MBNL1-His/biotin-(CUG)12 binding, 665/545 ratio. Potency, µM (top dose mostly 57.5 µM), for inactives: at the highest dose activity change, negative = inhibition, hits mostly inhibitors. 280,000 compounds, 0.036% hits. AID 2675; active = well fitted inhibition curve with a large enough effect in the signal ratio, with a control signal flat, not every such curve was filed as active; inconclusive = small, poorly fitted or top-dose-only effect, or effect the other way, or a change in a side signal; inactive = no such curve, though single readings can be large or run the other way; the % refers to the signal ratio; also: potency is read from the fitted curve at half-maximal effect; % is scaled to controls: 0 for no effect and ±100 for the full control effect
Target sequence (Q9NR56 whole entry, looked up): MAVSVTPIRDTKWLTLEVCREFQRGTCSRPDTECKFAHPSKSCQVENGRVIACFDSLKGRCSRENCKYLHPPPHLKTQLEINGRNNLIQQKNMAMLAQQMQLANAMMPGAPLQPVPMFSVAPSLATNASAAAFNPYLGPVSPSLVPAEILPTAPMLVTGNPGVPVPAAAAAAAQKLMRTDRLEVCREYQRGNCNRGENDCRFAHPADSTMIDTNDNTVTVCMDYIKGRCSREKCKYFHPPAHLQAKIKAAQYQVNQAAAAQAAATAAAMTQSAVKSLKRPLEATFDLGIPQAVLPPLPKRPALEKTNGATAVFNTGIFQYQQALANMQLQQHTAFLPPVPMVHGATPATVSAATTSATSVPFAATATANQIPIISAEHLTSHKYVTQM
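Inhibition of protein-RNA binding appears as loss of TR-FRET between terbium anti-His antibody on MBNL1-His and streptavidin-XL665 on biotin-(CUG)12. Activity is normalized to buffer-only and uninhibited-complex controls.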
TRPV1 agonist: activates the human vanilloid receptor TRPV1; Q8NER1; TRPV1-expressing cells, Fluo-8 calcium influx, agonist mode; activation, % at 8.33 µM; 320,000 compounds, 0.19% hits; in the data active = activation above about 80%; inconclusive = between about 30% and that limit; also: 0% is about no effect
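Fluo-8 calcium influx in TRPV1-expressing cells, kinetic read (ex 480/em 520 nm). Compound added and read 3 min for agonist activity, followed by capsaicin at EC20 final and 2 min further read for enhancement.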
hERG WT inh: KCNH2 (human, wildtype) channel inhibition; U2OS, BacMam KCNH2, thallium flux FluxOr; stronger effect = lower value; AID 720551; Q12809; activity change, % at 1.84 µM; 340,000 compounds, 0.37% hits;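 active = maximum activity change below -70%; inconclusive = maximum activity change between -70% and -50%; inactive = maximum activity change above -50%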; also: % is scaled to controls: 0 for no effect and ±100 for the full control effect
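U2OS cells were transduced with wild-type KCNH2 virus (2.03 x 10^8 / mL) for 4 h at room temperature, then cultured overnight at 37 C. Thallium flux was read with FluxOr dye. Rate constants were normalized to DMSO controls.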
GALK inhibitor: blocks human galactokinase activity; Purified GALK, Kinase-Glo residual ATP luminescence; Potency, µM (series often up to 57.5 µM), for inactives: at the highest dose activity change, negative = inhibition, usual class: inhibitors; 270,000 compounds, 0.007% hits; P51570; also: potency is read from the fitted curve at half-maximal effect; % is scaled to controls: 0 for no effect and ±100 for the full control effect
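Luminescence from leftover ATP (Ultra-Glo luciferase/luciferin) served as read-out after a 1 h room-temperature reaction of 5 nM GALK with 35 uM ATP and 100 uM galactose.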
CXXC DNA block: inhibitors of human MLL CXXC domain-DNA interaction; MLL-CXXC / FITC-HOXA9 DNA fluorescence polarization; Potency, µM (series often up to 115 µM), without a hit: at the highest dose activity change, negative = inhibition, actives largely listed as inhibitors; AID 2662; 290,000 compounds, 0.037% hits; active = well fitted inhibition curve with a large enough effect in the polarisation, with a control signal flat, not every such curve was filed as active; inconclusive = small, poorly fitted or top-dose-only effect, or effect the other way, or a change in a side signal; inactive = no such curve, though single readings can be large or run the other way; the % refers to the polarisation; also: potency is read from the fitted curve at half-maximal effect
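Purified MLL-CXXC (added from a 7 uM solution) was preincubated 5 min at ambient with pinned compounds in 50 mM Tris-HCl pH 7.5, 50 mM NaCl, 1 mM DTT, 0.05% BSA. Fluorescein-labeled HOX-A9 DNA (50 nM solution) followed, 30 min, then polarization read.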
FBPA coupling cs: inhibits coupling enzyme system, counter-screen for aldolase hits; coupling enzyme system counterscreen, AmpLite Red fluorescence; activity change, negative = inhibition, % at 58.2 µM, hits read low; 290,000 compounds, 0.67% hits; AID 2472; in the data active = activity change below about -30%; also: % is scaled to controls: 0 for no effect and ±100 for the full control effect
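Final compound at 57.5 uM, incubated 10 min at RT with coupling enzyme reagent (glyceraldehyde-3-phosphate), then 20 min with substrate and AmpLite Red detection. Fluorescence read at 525/598 nm; tests interference with the coupling assay, not aldolase inhibition.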
KCNH2 3.1 inh: blocks the human KCNH2 3.1 channel isoform. U2OS KCNH2 3.1, thallium flux FluxOr; stronger effect = lower value. activity change, % (tested at about 1.8 µM). 340,000 compounds, 0.95% hits. AID 720553;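 active = maximum activity change below -70%; inconclusive = maximum activity change from -70% to -50%; inactive = maximum activity change above -50%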;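 also: thallium influx rate constant from kinetic fluorescence after stimulation buffer; % is scaled to controls: 0 for no effect and ±100 for the full control effect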
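Normalized rate constant (relative to positive and negative DMSO controls) derived from a 2 min kinetic fluorescence read after stimulation; U2OS cells expressing the 3.1 isoform via virus at 1.77 x 10^8 /mL.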
* marks the source's active call; other numbers are inactive results; i = inactive; ? = inconclusive; / = no result given; [ ] = another dose, or the depositor's remark. Unless noted, calls follow the shape of the dose curve; as a rule, active = well fitted curve in the direction sought with a large enough effect; inconclusive = small, poorly fitted or top-dose-only effect, or another doubt; inactive = no such curve, though single readings can be large; an effect the other way counts as inactive or inconclusive. This is a random part of the collection; any-hit rate near 2%.

SMILES	ASM inhibitor	Integrin act MD	A-T KAP1 phos	MBNL1 CUG block	TRPV1 agonist	hERG WT inh	GALK inhibitor	CXXC DNA block	FBPA coupling cs	KCNH2 3.1 inh
OCCN1CCN(CCOc2cccc(Cl)c2)CC1	1%	-24%	3%	3%	3	5	-1%	0%	-1	1
O=c1c(N2CCOCC2)nsnc1N1CCOCC1	-1%	6%	3%	27%	-2	-1	3%	-3%	-54*	6
O=C(CN1CCCc2ccccc21)N/N=C/c1ccc(F)cc1F	-3%	11%	0%	11%	17	-2	2%	-3%	0	-2
CCOC(=O)c1ccc(S(=O)(=O)N2CCN(CCc3ccncc3)CC2)cc1	0%	?	1%	/	/	3	/	/	/	17
Cc1ccc(NC(=O)c2nn(C34CC5CC(CC(C5)C3)C4)cc2[N+](=O)[O-])cc1	-12%	2%[7.66 µM]	-1%	?	-1	-4	-1%	-5%	0	-14
Cc1ccc(S(=O)(=O)c2c(C(=O)c3ccccc3)cnc3cc4c(cc23)OCCO4)cc1	22%	-40%[inhibitor]	-1%	278%[activator]	-1	-4	0%	6%	-1	-7
Cc1ccc(-c2ccc(CCC(=O)O)n2C(C)C)cc1	81%[activator]	17%	-2%	-8%	-1	-5	1%	-3%	11	12
CCOCCCNC(=O)CN1C(=O)c2cccc3cccc1c23	60%[activator]	5%	10%	?	3	-6	7%	-4%	0	14
Cc1cc(/C=N/O)c(C)n1-c1cccc(Cl)c1	1%	0%	-5%	-1%	-2	-13	2%	-6%	-9	-1
Cc1cc(C)c(NC(=O)C(C)Sc2nc3ccc(N4C(=O)c5ccccc5C4=O)cc3s2)c(C)c1 (configuration not stated)	4%	14%	-7%	-1%	-3	2	-3%	29%	-2	-4
Cc1cc(C)n(C(=O)/C(C#N)=N\Nc2ccccc2[N+](=O)[O-])n1	-1%	6%	-4%	?	0	4	14%	19%	5	-13
Cc1cc(S(=O)(=O)Nc2c(C)nn(C)c2C)c(Cl)cc1Cl	0%	30%	8%	-9%	-7	0	/	-4%	-5	-3
CN(C)c1ccnc2sc3c(SCc4ccc(Cl)cc4)ncnc3c12	7%	27%	-2%	1%	1	-23	1%	13%	0	1
CCC(CC)CN1CCN=C1N(C)C	0%	-11%	4%	5%	-2	-5	/	3%	2	35
Nc1c(C(=O)NCc2ccc(F)cc2)c2nc3ccccc3nc2n1CCCN1CCOCC1	i	-71%[inhibitor]	4%	8%	23	1	-1%	8%	-6	6
CC(C)CN(C(=O)CSc1nc2ccccc2o1)c1c(N)n(Cc2ccccc2)c(=O)[nH]c1=O	8%	-5%	-5%	/	-1	-2	/	/	/	-9
CC(C)(C)c1nc2ccccc2c2nnc(SCC(=O)Nc3nccs3)n12	-1%	2%	3%	-2%	1	-12	0%	-1%	2	14
CCOC(=O)C1CCCN(C(=O)Cn2nc(CC)n3c(cc4sccc43)c2=O)C1 (configuration not stated)	0%	-3%	9%	8%	/	-2	1%	-9%	0	3
O=C(Nc1nc2ccccc2[nH]1)c1cc(F)cc(F)c1	1%	38%	-4%	38%[activator]	0	7	13%	19%	-1	3
O=c1cc(-c2ccc3c(c2)OCCO3)oc2ccc(Cl)cc12	45%[activator]	4%	-2%	?	9	-2	0%	3%	1	-2
COC(=O)[C@H](Cc1ccccc1)NC(=O)N1CCCCCC1	1%	?	11%	-7%	-2	/	3%	-4%	4	-1
COc1ccc(C(=O)/C=C/Nc2ccccn2)cc1	123%[activator]	2%	/	?	6	-5	10%	2%	-4	2
CC(C)c1nnc(NC(=O)C2CCCN2C(=O)Nc2cccc(Cl)c2)s1 (configuration not stated)	-2%	6%	-3%	0%	7	-10	-1%	0%	1	-7
CCOC(=O)c1csc(NC(=O)C(C)(C)C)n1	2%	-29%	-1%	1%	2	11	1%	-3%	3	-5
CCc1nn(C(C)C(=O)N2CCN(Cc3ccccc3)CC2)c(=O)c2cc3occc3n12 (configuration not stated)	0%	10%	7%	7%	7	-13	1%	-10%	4	8

Some of the entries so far, with values under each structure:
Values run as follows: ASM inhibitor | Integrin act MD | A-T KAP1 phos | MBNL1 CUG block | TRPV1 agonist | hERG WT inh | GALK inhibitor | CXXC DNA block | FBPA coupling cs | KCNH2 3.1 inh
Cc1ccc(-c2ccc(CCC(=O)O)n2C(C)C)cc1
  81%[activator] | 17% | -2% | -8% | -1 | -5 | 1% | -3% | 11 | 12
CCOCCCNC(=O)CN1C(=O)c2cccc3cccc1c23
  60%[activator] | 5% | 10% | ? | 3 | -6 | 7% | -4% | 0 | 14
Cc1cc(/C=N/O)c(C)n1-c1cccc(Cl)c1
  1% | 0% | -5% | -1% | -2 | -13 | 2% | -6% | -9 | -1
Cc1cc(C)c(NC(=O)C(C)Sc2nc3ccc(N4C(=O)c5ccccc5C4=O)cc3s2)c(C)c1 (configuration not stated)
  4% | 14% | -7% | -1% | -3 | 2 | -3% | 29% | -2 | -4
Cc1cc(C)n(C(=O)/C(C#N)=N\Nc2ccccc2[N+](=O)[O-])n1
  -1% | 6% | -4% | ? | 0 | 4 | 14% | 19% | 5 | -13

Further entries
SMILES	ASM inhibitor	Integrin act MD	A-T KAP1 phos	MBNL1 CUG block	TRPV1 agonist	hERG WT inh	GALK inhibitor	CXXC DNA block	FBPA coupling cs	KCNH2 3.1 inh
COC(=O)c1[nH]c2cccc(OC)c2c1NC(=O)CCN1CCN(c2ccccc2OC)CC1	1%	-19%	-1%	-10%	0	-6	-4%	-3%	1	8
CCC[C@H]1CCCC/C=C\CCCC(=O)OCCN1C(=O)OC(C)(C)C	-10%	7%	?	/	?	-17	/	/	/	-7
OCCC1CN(Cc2cc3c(cc2Cl)OCO3)CCN1Cc1ccccc1 (configuration not stated)	3%	-14%	15%	11%	11	15	7%	4%	-4	0
Nn1c(Cc2ccccc2F)n[nH]c1=S	-1%	-5%	0%	/	2	0	-7%	12%	0	-2
COc1ccccc1C(CNC(=O)C1CC(=O)N(Cc2ccccc2)C1)N1CCCC1 (configuration not stated)	3%	0%	2%	/	0	4	/	/	/	5
C=C1CCN([C@H](C(=O)O)C(C)C)S(=O)(=O)c2ccccc21	5%	29%	/	/	/	29	/	/	/	14
CC(Oc1ccc2cc(-c3ccccc3)c(=O)oc2c1)C(=O)NCC1CCC(C(=O)O)CC1 (configuration not stated)	/	11%	9%	?	-1	1	/	-6%	5	0
O=[N+]([O-])c1cccc(NNS(=O)(=O)c2ccccc2F)c1	?	-7%	-7%	?	0	1	5%	-1%	-30*	-23
Cc1sc2ncnc(SCC(=O)Nc3ncccc3O)c2c1C	-1%	15%	-1%	/	4	-19	/	/	/	-5
Cc1[nH]c2ccccc2c(=O)c1C(=O)/C=C/c1ccccc1	-6%	-45%	17%	-12%	15	-8	-2%	10%	-3	12
CCn1ncc(S(=O)(=O)Nc2cccnc2)c1C	-1%	?	-7%	8%	-3	-1	-5%	2%	/	4
CC(C)N(Cc1ccccc1)C(=O)COC(=O)/C=C/c1cnc2ccccc2n1	-6%	-31%	-1%	28%	-2	-11	-3%	-7%	1	-10
COC(=O)COc1ccc(S(=O)(=O)NCc2ccc3c(c2)OCO3)cc1	2%	6%	-18%	-12%	6	-5	-7%	5%	0	4
CC(=O)Nc1ccc(S(=O)(=O)Nc2ccc3[nH]c(=O)[nH]c3c2)cc1	0%	12%	17%	0%	-1	15	0%	13%	1	6
CN(C)CCCN1C(=O)c2cc3ccccc3cc2C1=O	19%	23%	2%	11%	0	1	-2%	-2%	1	-28
CCCC(=O)N1c2ccccc2NC2=C(C(=O)CCC2)C1c1ccc(F)cc1 (configuration not stated)	-2%	-15%	3%	-13%	14	-11	-2%	2%	2	3
CC(C)(C)c1ccc(S(=O)(=O)/N=C2\C=C(NS(=O)(=O)c3ccccc3)C(=O)c3ccccc32)cc1	11%	-35%	-3%	?	-1	-3	-4%	16%	-35*	-9
COc1ccc(N2CC(C(=O)N3CCN(c4ccccc4)CC3)CC2=O)cc1 (configuration not stated)	/	23%	-23%	-7%	0	8	0%	13%	/	3

Entries of single compounds as entered above.
Results for CN(C)CCCN1C(=O)c2cc3ccccc3cc2C1=O : ASM inhibitor = 19%; Integrin act MD = 23%; A-T KAP1 phos = 2%; MBNL1 CUG block = 11%; TRPV1 agonist = 0; hERG WT inh = 1; GALK inhibitor = -2%; CXXC DNA block = -2%; FBPA coupling cs = 1; KCNH2 3.1 inh = -28
Results for OCCC1CN(Cc2cc3c(cc2Cl)OCO3)CCN1Cc1ccccc1 (configuration not stated) : ASM inhibitor = 3%; Integrin act MD = -14%; A-T KAP1 phos = 15%; MBNL1 CUG block = 11%; TRPV1 agonist = 11; hERG WT inh = 15; GALK inhibitor = 7%; CXXC DNA block = 4%; FBPA coupling cs = -4; KCNH2 3.1 inh = 0
